Screening results from PubChem.
PfHsp40 yeast: rescue of PfHsp40-mediated yeast toxicity | S. cerevisiae expressing PfHsp40, growth rescue, ATP luminescence | 340,000 tested, 0.68% active | growth rescue, % at 12.5 µM; in the data active means growth rescue above about 28%, passing the limit was not always enough; inconclusive means no clear call, values can overlap the other calls;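 further: yeast W303a lacking pdr1 and pdr3 grown in galactose medium; growth measured after three days at 30 °C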
BH1578 lux ind: inducers of Vibrio cholerae quorum light production without autoinducers. V. cholerae BH1578 lux reporter, luminescence, 6 h. activation, % at 18.7 µM. 350,000 tested, 0.16% active; in the data active means activation mostly above about 9.7%, no sharp cut-off; inconclusive means no clear call, values can overlap the other calls; inactive means mostly below about 3.7%; further: not every result past the cut was called active; inactives centre near 0; reference of the scale not given here
BioA inh: inhibitors of Mycobacterium tuberculosis BioA enzyme; purified M. tuberculosis BioA enzyme, plate reader; inhibition, % at 9.99 µM; 360,000 tested, 0.096% active; in the data active means inhibition above about 40%; inconclusive means no clear call, values can overlap the other calls
FadD28 binding: blocks FadD28 binding to the bisubstrate probe | AID 588549 | inhibition, % at 12.5 µM | fluorescence polarization | 360,000 tested, 0.22% active; in the data active means inhibition above about 8.5%, passing the limit was not always enough; inconclusive means no clear call, values can overlap the other calls
Mtb FBA inh: Mtb fructose-bisphosphate aldolase inhibition; P9WQA3; inhibition, % at 1 µM; purified M. tuberculosis FBA, fluorescence read-out; AID 588726; 360,000 tested, 2.3% active; in the data active means inhibition above about 27%;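 further: 0% = vehicle and 100% = reference inhibitor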
Target sequence (P9WQA3 whole entry, looked up): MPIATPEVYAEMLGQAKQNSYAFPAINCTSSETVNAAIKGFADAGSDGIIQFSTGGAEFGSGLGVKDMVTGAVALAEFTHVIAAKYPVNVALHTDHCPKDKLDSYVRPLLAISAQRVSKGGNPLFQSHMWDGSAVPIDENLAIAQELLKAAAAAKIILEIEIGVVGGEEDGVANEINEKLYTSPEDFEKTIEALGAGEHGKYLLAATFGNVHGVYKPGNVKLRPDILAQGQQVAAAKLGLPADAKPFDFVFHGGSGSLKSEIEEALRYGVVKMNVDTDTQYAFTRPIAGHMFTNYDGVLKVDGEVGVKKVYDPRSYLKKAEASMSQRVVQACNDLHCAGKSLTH
UGM FP inh: blocks M. tuberculosis UGM enzyme; purified UGM, fluorescence polarization probe displacement; P9WIQ1; 320,000 tested, 0.06% active; inhibition, % at 10 µM; in the data active means inhibition above about 10%, passing the limit was not always enough; inconclusive means no clear call, values can overlap the other calls
Target sequence (P9WIQ1 whole entry, looked up): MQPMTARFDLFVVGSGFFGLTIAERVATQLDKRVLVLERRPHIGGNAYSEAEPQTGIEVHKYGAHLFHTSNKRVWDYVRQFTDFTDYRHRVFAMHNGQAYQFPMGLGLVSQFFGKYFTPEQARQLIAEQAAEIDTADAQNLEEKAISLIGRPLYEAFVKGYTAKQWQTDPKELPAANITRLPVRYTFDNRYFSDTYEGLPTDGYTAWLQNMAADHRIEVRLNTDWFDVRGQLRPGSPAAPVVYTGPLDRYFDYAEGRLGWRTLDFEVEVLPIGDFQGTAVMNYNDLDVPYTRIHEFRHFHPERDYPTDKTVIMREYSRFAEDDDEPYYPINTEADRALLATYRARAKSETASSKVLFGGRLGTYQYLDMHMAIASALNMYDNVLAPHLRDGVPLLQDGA
Yp Topo-I inh: inhibitors of Yersinia pestis topoisomerase I | Y. pestis Topo-I cleavage product accumulation, plate reader | activity, % at 10 µM | 360,000 tested, 0.064% active | AID 504884; in the data active means activity above about 50%, passing the limit was not always enough; inconclusive means no clear call, values can overlap the other calls; further: inactives centre near 2
GDH-TPI inh: GDH-TPI coupled enzyme inhibition counter-screen. 360,000 tested, 1.2% active. inhibition, % at 4.8 µM. GDH-TPI coupled enzyme counterscreen, NADH absorbance; in the data active means inhibition above about 30%;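 further: 0% = DMSO wells and 100% = wells lacking the enzyme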
TcdB inh: blocks C. difficile toxin B glycohydrolase activity; TcdB glycohydrolase enzymatic assay, plate reader; inhibition, % at 9.99 µM; 350,000 tested, 0.24% active; in the data active means inhibition above about 10%
The depositor's hits bear a star; i = inactive; ? = inconclusive; . = no result given.

compound,PfHsp40 yeast,BH1578 lux ind,BioA inh,FadD28 binding,Mtb FBA inh,UGM FP inh,Yp Topo-I inh,GDH-TPI inh,TcdB inh
CC(C)CC(=O)Nc1ccc2c(c1)oc1ccccc12,-1.2,i,-3.4,-0.3,4,-0.1,7,12,.
CC1=C(C(=O)N(C)C)CC(CC(=O)NC2CC2)C(=O)N1CCC1=CCCCC1 (stereo unspecified),.,-1.1,0.9,-0.8,-1,.,3,-6,0.2
CCOC1OC2C(CO)OC(n3cnc4c(N)ncnc43)C2O1 (stereo unspecified),0.7,-0.2,-0.3,-1.4,-1,-4.5,2,5,-0.2
Cc1c(C)c(C)c(S(=O)(=O)n2[nH]c(=O)c(CCO)c2C)c(C)c1C,-0.4,1.5,.,-4.2,-3,-2.6,-2,-4,0.0
O=C(N/N=C/c1cccc(Oc2ccccc2)c1)c1cccc(Br)c1,1.1,-1.6,-2.0,-4.5,0,-1.5,2,9,0.5
Nc1cc2c(cc1Br)-c1ccc(F)cc1C2=O,0.1,-1.3,0.2,-0.5,1,.,-13,3,-1.1
COc1ccc(CNC(=O)C2CCCN2S(=O)(=O)c2ccc(S(=O)(=O)N(C)C)cc2)cc1 (stereo unspecified),-1.0,-0.4,.,-0.5,4,0.6,-1,-1,.
O=C(CN1CCN(C(=O)c2ccccc2)CC1)NC(=O)NCCC1=CCCCC1,-1.3,i,-1.3,.,-2,3.6,-6,5,-6.4
NC(=O)C1(N2CCCCC2)CCN(S(=O)(=O)c2cc(Cl)sc2Cl)CC1,.,-0.4,-0.3,-0.7,3,1.0,5,2,0.8
N#Cc1nc(-c2ccccc2F)oc1NCCc1ccccn1,-1.5,-1.3,-0.5,-0.9,15,-1.9,3,20,.
CCOC(=O)N1CCN(C(=O)CN2C(=O)COc3ccc(C(C)(C)C)cc32)CC1,-0.2,i,-1.0,0.0,-3,-1.8,7,-1,1.5
COCCN1C(=O)N[C@@H](c2ccco2)C(C(C)=O)=C1C,-0.8,-0.6,-1.7,-2.7,0,1.3,-2,9,1.0
CC1(C)CC(=O)C(C(O)c2ccc([N+](=O)[O-])cc2)C(C)(C)N1 (stereo unspecified),25,-0.6,0.0,-1.6,1,1.6,-10,-2,-0.6
CCN(CC)c1ccc(NC(=O)c2ccc3c(c2)c(C)c(C)n3C)cc1,-1.0,0.2,.,2.7,3,0.5,-6,-1,-25
COc1c(-c2ccc(O)c(O)c2)oc2cc(O)cc(O)c2c1=O,0.7,-0.6,-0.7,?,-2,1.1,-1,12,-3.7
Cc1cc(C)n2c(=S)[nH]nc2n1,0.8,i,-1.7,-2.1,-8,-5.3,-3,3,.
Cc1cc(C(=O)OCC(=O)Nc2c(F)cccc2F)c(C)n1-c1ccccc1,5.2,-0.3,4.4,-4.6,-1,1.2,-11,-4,0.0
O=C(NCCc1ccccc1Cl)C1CCC(=O)N(Cc2ccc(Cl)cc2)C1 (stereo unspecified),8.4,-0.2,1.6,-1.5,7,1.9,19,1,0.2
CCOC(=O)c1ccc(N=c2sc(C(=O)OC)cc(=O)n2Cc2ccco2)cc1,2.1,-0.4,-1.6,0.6,-1,-2.4,25,16,0.4
COc1cc(/C=N/NC(=O)Cc2ccccc2)cc([N+](=O)[O-])c1O,0.2,-0.4,0.4,3.1,-7,2.0,-2,59*,0.3
COc1ccc(CNC(=O)C(c2cccs2)N(C(=O)c2csnn2)C2CC2)cc1 (stereo unspecified),-0.7,5.3,.,-4.0,-1,-1.7,-18,7,.
O=C(O)c1ccccc1-c1ccccc1C(=O)NCc1ccccc1F,-1.5,-0.6,-2.3,-1.8,-1,0.0,2,18,0.1
Cc1ccc(C(=O)C(C)Sc2nnc(N)s2)cc1 (stereo unspecified),1.4,-0.2,.,-2.6,-3,0.6,-10,-11,0.7
CNc1c(NS(=O)(=O)c2ccc(OC)c(Cl)c2)c(=O)oc2ccccc12,0.0,-5.3,0.2,-3.9,1,1.9,-2,9,-0.6
CCn1ccnc1CN(C)C(=O)CCc1nnc(CCCc2ccccc2)o1,-2.2,.,.,-2.8,-4,-1.0,1,7,1.3
COCCC(=O)N1CCCC(C(=O)c2ccccc2SC)C1 (stereo unspecified),0.4,-0.6,0.9,0.1,2,2.0,4,-7,1.8
COc1cc(S(=O)(=O)n2nnc3ccccc32)c(OC)cc1Cl,1.4,0.2,0.3,-0.1,4,1.5,2,-1,.
CCOC(=O)C1=C(c2ccccc2)NC(=O)NC1c1cc(OC)c(OC)c(OC)c1 (stereo unspecified),-1.5,-0.7,-0.3,-2.6,-1,1.3,1,7,0.9
CCn1nccc1C(=O)Nc1nc2ccccc2n1CCN1CCCCC1,-0.7,i,-2.4,-0.1,1,-1.1,3,12,.
COc1ccc(OCC(=O)NC2CCSc3ccccc32)cc1 (stereo unspecified),2.2,-3.8,.,-3.6,4,1.2,23,-4,4.5
COc1ccc(N2C(=O)C(Cl)=C(Nc3ccc(OC)cc3OC)C2=O)cc1,-0.7,-0.2,-1.0,-2.2,-1,2.2,4,7,0.4
C=CCOc1c(CNc2ccc(C(=O)O)cc2)cccc1OCC,-1.2,i,-0.3,-1.6,2,-4.4,0,4,.
CC(=O)N(CC1CCCO1)c1nnc(-c2ccccn2)s1 (stereo unspecified),0.3,-5.0,-1.5,-2.5,11,-0.4,2,-1,.
CC(=O)Nc1ccc(Oc2ncccn2)c(Cl)c1,0.1,-2.8,-0.3,-3.4,2,2.2,2,-9,.
Cc1ccccc1OCC(=O)Nc1ccc(S(=O)(=O)Nc2onc(C)c2C)cc1,0.4,i,-0.7,-1.9,-8,4.6,3,14,-1.0
CCc1ccccc1NC(=O)N[C@H](C(=O)O)C(C)CC (stereo partly specified),2.4,i,-0.9,-2.4,-1,4.3,0,2,.
CC1CCCN(C(C(=O)NC2CCCCC2)c2cc3c(cc2[N+](=O)[O-])OCO3)C1 (stereo unspecified),-0.1,i,.,-0.9,7,-2.7,2,13,-0.5
Cc1c(Cl)cnc(NC(=O)CSc2n[nH]c(N)n2)c1Cl,-0.2,-0.8,0.1,-0.1,-2,0.9,-2,11,1.4
O=C(CSc1nc(-c2ccccc2)nc2ccccc12)Nc1cccc(C(=O)O)c1,3.4,i,-0.6,-3.5,-1,-0.6,11,3,0.6
O=C(NCc1ccco1)C1CCN(S(=O)(=O)N2CCC3(CC2)OCCO3)CC1,-0.7,-8.7,-0.3,-1.9,2,2.0,0,8,.
O=C(CNC(=O)c1ccc(Cl)cc1Cl)OC1CCCCC1=O (stereo unspecified),-0.2,-0.5,0.5,-3.4,1,0.3,-3,2,0.7
Cc1sc(NC(=O)CSc2nc(O)cc(=O)[nH]2)nc1-c1ccccc1,15,-0.1,.,-1.8,-3,2.9,7,2,0.2
CCOC(=O)Nc1ccc2c(c1)N(C(=O)CNC)c1ccccc1CC2,-0.1,-0.7,-0.7,-3.8,2,0.1,3,-1,1.4
COc1cc(CC(=O)Nc2cccc(C(F)(F)F)c2)cc(OC)c1OC,-0.2,-0.3,.,-2.8,0,4.2,-3,8,3.2
CN1CC2([N+](=O)[O-])CC=C(OCCO)C([N+](=O)[O-])(C1)C2 (stereo unspecified),0.2,-0.4,.,-1.8,0,-2.6,3,11,2.1
CCc1nc2ccc(C(=O)NC(C)(C)C)cn2c1N(CC)Cc1cccc(Br)c1,.,-0.8,-1.3,0.2,0,.,1,-3,-0.3
Cn1c(=O)c2c(nc(CN3CCc4ccccc4C3)n2Cc2cccc(Cl)c2)n(C)c1=O,0.2,-0.6,-0.2,-6.1,2,1.5,37,9,-1.8
CCOc1ccc(N(CC(=O)NC2CCCCCC2)S(=O)(=O)c2c(C)[nH]c(=O)[nH]c2=O)cc1,0.0,-0.1,3.2,-1.7,5,0.3,6,6,0.3
CCc1ccc(C(=O)CCC2CCCCC2=O)cc1 (stereo unspecified),0.8,0.3,.,-3.7,-7,-0.8,1,-9,.
Cc1cccc(-n2c(O)c(C=Nc3ccccc3-c3n[nH]c(=S)[nH]c3=O)c3ccccc3c2=O)n1,5.4,-0.5,.,-2.3,5,0.7,0,37*,0.2

Random excerpt: 2 records from the list
compound,PfHsp40 yeast,BH1578 lux ind,BioA inh,FadD28 binding,Mtb FBA inh,UGM FP inh,Yp Topo-I inh,GDH-TPI inh,TcdB inh
CC(=O)Nc1ccc(Oc2ncccn2)c(Cl)c1,0.1,-2.8,-0.3,-3.4,2,2.2,2,-9,.
CCn1nccc1C(=O)Nc1nc2ccccc2n1CCN1CCCCC1,-0.7,i,-2.4,-0.1,1,-1.1,3,12,.

Next structures follow:
compound,PfHsp40 yeast,BH1578 lux ind,BioA inh,FadD28 binding,Mtb FBA inh,UGM FP inh,Yp Topo-I inh,GDH-TPI inh,TcdB inh
c1ccc(Cn2nnnc2CN2CCOCC2)cc1,1.5,i,0.8,1.0,2,2.3,3,-3,.
O=C(CSc1n[nH]c(=O)n1-c1ccccc1)Nc1ccccc1C(F)(F)F,-1.3,-0.1,-0.4,-1.1,1,0.4,-6,-2,0.8
Cc1ccc(C)c(S(=O)(=O)N2CCC(c3nc4c(nnn4Cc4ccc(F)cc4)c(=O)[nH]3)CC2)c1,-0.9,-1.0,0.4,-3.3,1,1.0,6,-8,.
COc1ccc(S(=O)(=O)N2CCCCCC2)cc1C(=O)N(C)Cc1cccc(OC)c1OC,0.9,i,2.9,-1.8,4,-0.1,5,6,-4.1
O=C(O)c1cccc(NC(=O)C2C3C=CC(C3)C2C(=O)O)c1 (stereo unspecified),-0.7,i,1.6,0.1,16,-0.8,0,8,.
CC(=O)NC1(C(F)(F)F)C(=O)N(Cc2ccccc2)C2=C1C(=O)CC(C)(C)C2 (stereo unspecified),-0.2,-0.7,0.3,-1.0,0,2.8,-5,3,.
C/C(=N\NC(=S)Nc1ccc(C(C)C)cc1)c1ccc2c(c1)OCO2,-1.0,2.6,.,-0.4,4,-0.4,-1,6,4.5
Cc1cc2c(cc1C)N1C(=O)c3cc4ccccc4cc3NC(=O)C1C(=O)N2 (stereo unspecified),.,.,-1.8,-2.2,2,.,.,.,-1.9
CCCc1ccc2c(N)c(C#N)sc2n1,3.5,1.0,9.3,1.6,7,-2.2,3,11,2.9
CCOC(=O)C1(C)CCCN(C(=O)c2ccc3snnc3c2)C1 (stereo unspecified),.,-0.3,6.0,-3.2,-1,.,-6,5,0.4
Cc1nnc(SCC(=O)Nc2ccc3c4c(cccc24)CC3)n1C,0.0,.,0.7,0.1,4,-1.9,1,2,0.4
COc1cccc(/C=N/NC(=O)c2ccc3nc[nH]c3c2)c1,1.4,-0.8,.,-3.3,-1,-1.5,-5,12,0.2
CCOC(=O)C1CCN(C(=O)c2ccccc2NS(=O)(=O)c2ccc(F)cc2)CC1,0.4,i,.,-1.0,4,0.8,-4,-6,0.2
O=C(NCCO)c1ccc2c3n(nc2c1)-c1ccc(Cl)cc1CO3,-1.0,-1.0,3.2,-2.1,6,-1.6,-9,8,.
CC1N(O)C2CCCCCC2N1O (stereo unspecified),-1.0,i,2.2,-3.1,2,3.6,-3,-5,.
Cc1ccc2c(c1)N(CC(=O)NCCc1c[nH]c3ccccc13)C(=O)CO2,-1.4,i,1.4,-0.1,5,-3.9,-7,4,.
Cn1c(SCC(=O)C(C)(C)C)nnc1-c1ccncc1,-0.1,-0.5,-2.3,-1.0,2,2.8,-5,12,.
O=C1Nc2ccc(Br)cc2C1(O)Cc1ccccn1 (stereo unspecified),-1.5,-0.1,-1.8,-4.2,-1,-0.9,3,-1,2.3

Quoted from above (three entries):
compound,PfHsp40 yeast,BH1578 lux ind,BioA inh,FadD28 binding,Mtb FBA inh,UGM FP inh,Yp Topo-I inh,GDH-TPI inh,TcdB inh
Cc1ccc(C(=O)C(C)Sc2nnc(N)s2)cc1 (stereo unspecified),1.4,-0.2,.,-2.6,-3,0.6,-10,-11,0.7
CNc1c(NS(=O)(=O)c2ccc(OC)c(Cl)c2)c(=O)oc2ccccc12,0.0,-5.3,0.2,-3.9,1,1.9,-2,9,-0.6
CCn1ccnc1CN(C)C(=O)CCc1nnc(CCCc2ccccc2)o1,-2.2,.,.,-2.8,-4,-1.0,1,7,1.3
